N370S GC: qHTS Assay for Inhibitors and Activators of N370S glucocerebrosidase as a Potential Chaperone Treatment of Gaucher Disease; Potency, µM (highest dose often 59.4 µM), without a hit: at the top dose activity change, negative = inhibition, hits mostly inhibitors; hit rate 0.092% among 330,000; AID 2101, 2009; N370S GC spleen homogenate, 4MU-glucoside fluorescence;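 further: 0% = full enzyme activity and -100% = no enzyme basal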
TDP1 block: qHTS Assay for Inhibitors of Tyrosyl-DNA Phosphodiesterase (TDP1). AID 485290, 2010. hit rate 0.28% among 350,000. Tyrosyl-DNA phosphodiesterase 1 (Homo sapiens), Q9NUW8. recombinant TDP1, AlphaScreen DNA substrate cleavage. Potency, µM (series often up to 130 µM), for the others: top-dose activity change, negative = inhibition, actives largely listed as inhibitors; further: nearly all actives have a fitted effect of over 40% in size
Target sequence (Q9NUW8 whole entry, looked up): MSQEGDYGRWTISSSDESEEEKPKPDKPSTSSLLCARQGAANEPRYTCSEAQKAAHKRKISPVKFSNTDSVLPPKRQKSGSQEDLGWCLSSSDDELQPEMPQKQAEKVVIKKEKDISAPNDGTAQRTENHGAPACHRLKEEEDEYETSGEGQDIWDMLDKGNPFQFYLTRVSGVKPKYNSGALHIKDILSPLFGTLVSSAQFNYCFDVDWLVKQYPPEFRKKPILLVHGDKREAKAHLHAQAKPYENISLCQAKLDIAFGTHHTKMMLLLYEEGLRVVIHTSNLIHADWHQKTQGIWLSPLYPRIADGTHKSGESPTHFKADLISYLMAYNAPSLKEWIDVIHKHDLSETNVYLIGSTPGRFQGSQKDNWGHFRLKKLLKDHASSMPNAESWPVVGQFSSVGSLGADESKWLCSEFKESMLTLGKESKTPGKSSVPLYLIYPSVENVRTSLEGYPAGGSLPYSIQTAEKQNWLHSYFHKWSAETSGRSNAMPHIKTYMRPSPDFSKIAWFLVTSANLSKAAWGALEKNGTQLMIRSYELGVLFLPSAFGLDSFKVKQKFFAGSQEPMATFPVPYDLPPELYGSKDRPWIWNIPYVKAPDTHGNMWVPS
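Tdp1 1 nM final; 15 min RT w/ cpd; substrate 15 nM, 5 min; beads 10 ug/ml, 10 min; AlphaScreen read. Neg ctrl: no enzyme.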
FEN1 inh: qHTS Assay for the Inhibitors of Human Flap endonuclease 1 (FEN1) | P39748 | Recombinant FEN1 flap cleavage, fluorescence, 15 min | Potency, µM (top dose mostly 114 µM), inactives show top-dose activity change, negative = inhibition, actives largely listed as inhibitors | hit rate 0.35% among 390,000; further: nearly all actives have a fitted effect of over 65% in size
Target sequence (P39748 whole entry, looked up): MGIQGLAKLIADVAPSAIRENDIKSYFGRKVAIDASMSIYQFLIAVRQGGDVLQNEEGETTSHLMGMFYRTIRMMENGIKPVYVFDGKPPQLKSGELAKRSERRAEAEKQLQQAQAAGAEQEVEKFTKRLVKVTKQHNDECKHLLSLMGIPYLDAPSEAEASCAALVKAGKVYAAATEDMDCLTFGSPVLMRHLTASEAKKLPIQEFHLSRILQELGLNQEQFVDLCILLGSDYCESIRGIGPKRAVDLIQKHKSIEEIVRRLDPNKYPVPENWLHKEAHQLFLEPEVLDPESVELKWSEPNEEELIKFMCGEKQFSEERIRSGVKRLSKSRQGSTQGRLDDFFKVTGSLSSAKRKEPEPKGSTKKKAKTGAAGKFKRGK
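FEN1 at 10 nM preincubated with compounds 15 min at room temperature, then flap DNA substrate added at 50 nM final. Signal read at 0 and 15 min; concentration-response fitted with four-parameter Hill equation.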
Active calls of the source: *; u = inconclusive; x = no result given; [ ] = remark or other dose. The call rests on the fitted dose curve; in most records, active means well fitted curve in the direction sought with a large enough effect; inconclusive means small, poorly fitted or top-dose-only effect, or another doubt; inactive means no such curve, though single readings can be large; an effect the other way counts as inactive or inconclusive. Unless noted, on the % scale 0 is the no-effect control and ±100 the full control effect; potency means the concentration at half of the fitted maximal effect.

SMILES | N370S GC | TDP1 block | FEN1 inh
CCOc1ccc(NC(=O)N(Cc2ccc(C)cc2)Cc2ccccn2)cc1 | -6% | x | -22%
COc1ccc(C(=O)N2CCCCC2CCN2CCOCC2)cc1 (stereo not given) | x | 0% | 6%
O=S(=O)(Nc1cccc(-c2ccc(N3CCOCC3)nn2)c1)c1ccc(Cl)c(Cl)c1 | -10% | 3%[0.505 µM] | -19%
CCN(CC)C(=O)[C@H]1CC(CC(=O)NC/C=C(\C)CCC=C(C)C)C(=O)N2CCc3c([nH]c4ccccc34)[C@]12C (stereo not given in full) | x | 1% | -28%
O=C(Nn1c(Cc2ccccc2)nc2ccccc2c1=O)c1c(O)c2cccc3c2n(c1=O)CCC3 | 2% | x | -10%
CC1=NN(c2nc3ccccc3[nH]2)C(=O)C1Cc1ccccc1 (stereo not given) | 1% | 10% | 6%
CCn1nc(NC(=O)C2CCCO2)c2cc3cccc(C)c3nc21 (stereo not given) | 4% | -8% | 6%
O=C1C(c2[nH]c3ccc(S(=O)(=O)O)cc3c2O)=Nc2ccc(S(=O)(=O)O)cc21 | -1% | u | u
Cc1cnc(NC(=O)CC(C)c2ccccc2)s1 (stereo not given) | 5% | x | -4%
COc1ccc(Cn2nnnc2C(c2cc3cc(C)ccc3[nH]c2=O)N2CCN(C)CC2)cc1 (stereo not given) | -2% | 6% | 2%
CCOc1ccc(NC(=S)Nc2ccccc2C2(C)CC2)cc1 | -9% | 0% | -4%
CCOc1ccc(-n2c(SCC(=O)NCc3ccco3)nc3ccccc3c2=O)cc1 | 11% | 5% | 7%
O=C(CN1CCCN(Cc2ccc(F)cc2)S1(=O)=O)NC1CCCC1 | -3% | 1% | -11%
NC(=O)CC[C@@H]1NC(=O)[C@@H]2CCCN2C(=O)c2cc([N+](=O)[O-])cc(I)c2NCCCC[C@@H](C(=O)NC(CC(=O)O)C(N)=O)NC1=O (stereo not given in full) | -13% | -4% | 0%
COc1ccccc1OCCCn1c(=O)sc2ccccc21 | 4% | -2% | -1%
Cc1cc(NS(=O)(=O)c2ccc(NC(=O)CNS(=O)(=O)c3ccccc3)cc2)nc(C)n1 | x | -8% | -2%
CCN(CC)S(=O)(=O)c1ccc2[nH]cc(C(=O)NC3CC3)c(=O)c2c1 | -5% | x | 19%
CSc1ccc(CCNS(=O)(=O)c2csc(C(N)=O)c2)cc1 | -19% | 4% | 15%
COc1ccc(OCC(=O)Nc2ccccc2O)cc1 | 12%[12.8 µM] | -1% | -1%
O=C(CCCn1c(=S)[nH]c2cc3c(cc2c1=O)OCO3)NCc1ccccc1Cl | -11% | -3% | 1%
COc1ccccc1/C=C/C=N/N1CCN(Cc2cccc3ccccc23)CC1 | -15% | 11% | 17%
COc1cccc2cc(-c3nc(-c4ccc(C)cc4)c(C)s3)c(=O)oc12 | x | 3% | 7%
COc1ccccc1OCCNC(=O)c1ccc2c(c1)CCC2 | 2% | 6% | -3%
O=C(CCN1C(=O)/C(=C/c2ccccc2)SC1=S)Nc1cccnc1 | -5% | x | 3%
Cc1ccc(-n2c(Cc3cccs3)nnc2SCC(=O)Nc2ccc(S(N)(=O)=O)cc2)cc1 | -16% | 5% | -1%
CCN(CC)S(=O)(=O)c1ccc(C)c(NC(=O)COC(=O)CCC(=O)c2cccs2)c1 | x | 2% | 2%
CN(C)/C=C/C(=O)c1cnc(-c2ccccn2)s1 | -4% | 6% | 2%
CC(C)=C(NC(=O)c1ccccc1)C(=O)NCCCC(=O)O | 5% | 6% | -3%
CCc1ccc(/C=C2\SC(N3CCCC3)=NC2=O)cc1 | 6% | -4% | -4%
Cc1ccc(S(=O)(=O)N2CCCc3cc(NC(=O)c4ccc(C(C)(C)C)cc4)ccc32)cc1 | x | 6% | 42%[activator]
Cc1ccc(NC(=O)CSc2nc3ccc(NC(=O)c4cccs4)cc3s2)cc1 | x | 6% | 0%
COc1ccc(Nc2nc3cc(Cl)c(Cl)cc3n3cnnc23)cc1Cl | x | 2% | -8%
COc1ccc(OC)c(CCNC(=O)c2c(C)oc3ncn(CC(C)C)c(=O)c23)c1 | x | 4% | 4%
O=C(CCCn1c(SCC(=O)c2ccc(F)cc2)nc2ccccc2c1=O)NCc1ccco1 | -7% | 2% | -3%
O=C(NCc1ccccc1)c1cc[n+](CC(=O)c2cccs2)cc1 | -2% | 1% | -11%
O=c1cc(N2CCCCC2)c(-c2ccccc2)nn1Cc1cccc(F)c1 | u | 1% | -26%
c1cnc(N2CCN(c3ncnc4c3oc3ccccc34)CC2)nc1 | -3% | 2% | x
CCNc1nc(NCC)n2c(SCC(=O)Nc3ccc(C)c(C)c3)nnc2n1 | 28% | -8% | -8%
COc1ccccc1CNC(=O)C(C)Sc1ccc(C)cc1 (stereo not given) | 25% | 0% | 5%
C[C@H](NC(=O)C1CCN(S(=O)(=O)c2ccccc2)CC1)C(=O)NCc1cccc(C(F)(F)F)c1 | 1% | 3% | 8%
Cc1c(CC(=O)O)c(=O)oc2cc3occ(-c4ccc(F)cc4)c3cc12 | -6% | x | -26%
COc1ccc(C)cc1NC(=O)COCc1cc(-c2ccc(F)cc2)on1 | x | 1% | -7%
CCc1ccc(N(CC(=O)Nc2sc3c(c2C(=O)OC)CCCC3)S(C)(=O)=O)cc1 | u | 4% | 0%
Cc1cc2ccccc2c(=O)n1CC(=O)NCCC1=CCCCC1 | 2% | 0% | 7%
Cc1ccc(Oc2nsnc2N2CCOCC2)cc1 | 6% | 7% | 5%

A portion from the list above:
SMILES | N370S GC | TDP1 block | FEN1 inh
Cc1ccc(NC(=O)CSc2nc3ccc(NC(=O)c4cccs4)cc3s2)cc1 | x | 6% | 0%
COc1ccc(Nc2nc3cc(Cl)c(Cl)cc3n3cnnc23)cc1Cl | x | 2% | -8%
COc1ccc(OC)c(CCNC(=O)c2c(C)oc3ncn(CC(C)C)c(=O)c23)c1 | x | 4% | 4%

Remaining list, next part
SMILES | N370S GC | TDP1 block | FEN1 inh
Cc1nc(=O)c(-c2ccccc2)c(C)n1CCCO | -21% | -2% | -4%
CCN(C(=O)c1cccc(F)c1)c1ccccc1C | 1% | 1% | 6%
Cc1cc(C)cc(OCC(=O)OCC(=O)NC2CC2)c1 | x | 0% | -6%
COC(=O)C1CC(=O)N(CCc2c[nH]c3ccccc23)C1 (stereo not given) | -20% | 8% | -4%
O=C(CN1C(=O)NC2(CCCCC2)C1=O)Nc1ccccc1Cl | -1% | 5% | 2%
CCCCOC(=O)Nc1ccc(C(C)C)cc1 | 4% | -8% | -23%
O=C1Nc2ccc([N+](=O)[O-])cc2OC1CCN1CCN(c2ccccc2)CC1 (stereo not given) | -7% | 0% | 5%
Cc1cc(CNC(=O)COC(=O)c2ccc(Cl)c(N)c2)cc(C)c1O | 6% | x | 1%
O=C(c1ccncc1)N1CCN(c2ccc3ccccc3n2)CC1 | 13% | -5% | 4%
[O-]/C(=C(\C(=S)NCCN1CCOCC1)[n+]1ccccc1)c1ccc(Cl)s1 | 1% | 0% | -12%
CC(Sc1nc(-c2ccccc2)nc2c1COC(C)(C)C2)C(=O)N1CCOCC1 (stereo not given) | 5% | -2% | -2%
O=C(O)CN1C(=O)C2C3CC(C2C1=O)C1C(c2ccccc2)c2sc(=O)[nH]c2SC31 (stereo not given) | 1% | -2% | -1%
O=C(O)c1ccc(O)c(O)c1 | 11% | 5% | 5%
N#CC(C#N)=c1ccc2c(c1)N1C(c3ccccc3)=CC(c3ccccc3)C3CCCCC31N=2 (stereo not given) | 0% | x | 11%
COc1cccc(NC(=O)CNC(=O)N2CC(=O)Nc3ccccc32)c1 | -5% | 5% | 39%[activator]
CCOC(=O)c1c(C)[nH]c(C(=O)N2CCN(CC)CC2)c1C | -13% | 3% | -4%
CCCCn1c(SCC(=O)NC2CCS(=O)(=O)C2)nc2ccccc2c1=O (stereo not given) | 6% | 4% | 4%
CC(C)C(NC(=O)c1ccc(Cl)cc1Cl)C(=O)NCCc1ccccn1 (stereo not given) | -3% | -12% | 1%
CCOC(=O)c1[nH]c(C)c(CCC(=O)Nc2ccc(Br)c(C)c2)c1C | x | 5% | 1%
Cc1cc(C)n2nc(-c3cnn(C)c3C(F)(F)F)c(Cl)c2n1 | 0% | 2% | -5%
Cn1c(=O)[nH]c(=O)c2c1nc(CN1CCOCC1)n2CCc1ccccc1 | -3% | -12%[56.1 µM] | -9%
O=C(CN1CCOCC1)Nc1cccc(Br)c1 | -3% | 3% | -1%
COCCn1nnnc1C(C(C)C)N1CCSCC1 (stereo not given) | 1% | -6% | 14%
O=C(NCc1ccc(F)cc1)C1CCCN1C(=O)Nc1cccc(F)c1 (stereo not given) | -4% | x | -7%
O=C(O)c1ccc(-c2ccc(/C=C3\NC(=O)N(Cc4ccc(Cl)cc4)C3=O)o2)cc1 | -4% | 13µM* | -2%
Cc1nn(-c2ccccc2)c(C)c1/C=N/N1CCN(Cc2ccccc2)CC1 | -13% | 22% | x
COc1cccc(NC(=O)c2cc(-c3ccc(C)o3)nc3ccccc23)c1 | 0% | x | -18%
CCCCOC(=O)C1CN(c2ccccc2)N=C1C(C)=O (stereo not given) | -4% | -5% | 11%
Cc1cc(C)nc(Nc2n[nH]c(-c3ccccc3N)n2)n1 | 2% | x | -1%
COc1ccc(C2C3=C(CC(C)(C)CC3=O)Oc3ncn(Cc4ccco4)c(=N)c32)cc1 (stereo not given) | u | 9% | -9%
CCC(C)c1ccccc1NC(=O)Cc1coc2cc3c(cc12)CCC3 (stereo not given) | 9% | -1% | -10%
C=CCSc1nc2ccccc2c(=O)n1C1CCOC(C)(C)C1 (stereo not given) | 1% | 0% | 13%
Cc1c(C)n(C(=O)CN2CCC(C)CC2)c2ccccc12 | -8% | 4% | -6%
COc1cc(Cl)c(C)cc1NC(=O)c1cn(C2CCCC2)c(=O)c2c1c1ccccc1n2C | x | -2%[12.3 µM] | -12%
Cc1noc(NS(=O)(=O)c2ccc(NS(=O)(=O)c3ccc(Cl)cc3)cc2)c1C | x | 2% | 3%
O=C(NCC1COCCO1)c1cc(COc2ccc(F)cc2F)on1 (stereo not given) | -4% | 1% | 1%
CCOC(=O)c1ccccc1NC(=O)N1CCN(Cc2cc(=O)n3nc(-c4ccccc4)sc3n2)CC1 | x | 0% | 12%
Cn1c(N2CCOCC2)c(/C=N/OC(=O)c2cccnc2Cl)c2ccccc21 | -11% | x | -9%
Cc1cccc(C(C(=O)NC2CCCC2)N(C(=O)c2csnn2)C2CC2)c1 (stereo not given) | -4% | -4% | -10%
N[C@H](CSC(c1ccccc1)(c1ccccc1)c1ccccc1)C(=O)O | -3% | 5% | x
CCS(=O)(=O)N1Cc2ccccc2CC1C(=O)Nc1nc(C)cs1 (stereo not given) | 0% | 3% | 2%
CSc1ccc(CN(C)C(=O)C(c2ccccc2)c2ccccc2)cc1 | -4% | x | -23%
COc1ccc(NC(=O)CCCn2c(=O)c3cccn3c3ccccc32)c(OC)c1 | x | 4% | -5%
Cc1ccc(NC(=O)CCC(=O)NNC(=O)c2cccs2)c(C)c1 | 7% | 3% | 2%
CCOc1ccc(C2C(C#N)=C(N)N3C(=C2C#N)Sc2ccccc23)cc1 (stereo not given) | 6%[2.35 µM] | u | -4%

Some of these compounds in order of heavy-atom count, highest first.
SMILES | N370S GC | TDP1 block | FEN1 inh
CCOC(=O)c1ccccc1NC(=O)N1CCN(Cc2cc(=O)n3nc(-c4ccccc4)sc3n2)CC1 | x | 0% | 12%
COc1cc(Cl)c(C)cc1NC(=O)c1cn(C2CCCC2)c(=O)c2c1c1ccccc1n2C | x | -2%[12.3 µM] | -12%
COc1ccc(C2C3=C(CC(C)(C)CC3=O)Oc3ncn(Cc4ccco4)c(=N)c32)cc1 (stereo not given) | u | 9% | -9%
COc1ccc(NC(=O)CCCn2c(=O)c3cccn3c3ccccc32)c(OC)c1 | x | 4% | -5%
Cc1noc(NS(=O)(=O)c2ccc(NS(=O)(=O)c3ccc(Cl)cc3)cc2)c1C | x | 2% | 3%
CCOc1ccc(C2C(C#N)=C(N)N3C(=C2C#N)Sc2ccccc23)cc1 (stereo not given) | 6%[2.35 µM] | u | -4%
CCC(C)c1ccccc1NC(=O)Cc1coc2cc3c(cc12)CCC3 (stereo not given) | 9% | -1% | -10%
O=C(NCC1COCCO1)c1cc(COc2ccc(F)cc2F)on1 (stereo not given) | -4% | 1% | 1%
Cc1ccc(NC(=O)CCC(=O)NNC(=O)c2cccs2)c(C)c1 | 7% | 3% | 2%
C=CCSc1nc2ccccc2c(=O)n1C1CCOC(C)(C)C1 (stereo not given) | 1% | 0% | 13%
Cc1c(C)n(C(=O)CN2CCC(C)CC2)c2ccccc12 | -8% | 4% | -6%

(more compounds)
SMILES | N370S GC | TDP1 block | FEN1 inh
CCN(CC(=O)Nc1ccc(NC(C)=O)cc1)C(=O)CCCOc1ccc(C(C)(C)C)cc1 | -7% | x | 2%
N#CC1(c2ccc(NC(=O)c3ccccc3F)cc2)CCCC1 | 10% | 0% | -13%
Cc1[nH]nc2nc(SCC(=O)NCCC3=CCCCC3)n(-c3ccc(Br)cc3)c(=N)c12 | -2% | 3% | -9%
Cc1ccc(C)c(N2CCN(S(=O)(=O)c3ccc4[nH]c5c(c4c3)CCCC5)CC2)c1 | x | 11% | -5%
N#Cc1cccc(NC(=O)CSc2cccc[n+]2[O-])c1 | x | 1% | 10%
